TPT1 inhibitor – C. albicans TPT1 enzyme inhibition. inhibition, % at 5 µM. AID 1962. recombinant caTPT1, FP RNA substrate dephosphorylation. actives 0.81% (n = 300,000);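 active = inhibition above the mean of all tested compounds plus 3 SD, set per screening campaign, cut at about 24% in these data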;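 also: plate controls were DMSO alone for no effect and ferristatin control at 100 nM for full effect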
JMJD2C inh – human JMJD2C demethylase inhibition. Q9H3R0. AID 2099. actives 0.069% (n = 330,000). inhibition, % at 2.35 µM. GST-JMJD2C(1-420) H3K9me3 demethylation, DELFIA europium;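 active = more than half of a compound's replicate wells show inhibition beyond 50%, single wells judged on their own value; inconclusive = some, but no more than half, of replicates pass 50% inhibition; inactive = no replicate passes 50% inhibition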;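 also: signal counts dimethyl H3K9 product captured on neutravidin plate; 0% = median of DMSO wells and 100% = 0.3 times that DMSO median; strong numbers were not always called active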
Target sequence (Q9H3R0 1-420 limits assumed): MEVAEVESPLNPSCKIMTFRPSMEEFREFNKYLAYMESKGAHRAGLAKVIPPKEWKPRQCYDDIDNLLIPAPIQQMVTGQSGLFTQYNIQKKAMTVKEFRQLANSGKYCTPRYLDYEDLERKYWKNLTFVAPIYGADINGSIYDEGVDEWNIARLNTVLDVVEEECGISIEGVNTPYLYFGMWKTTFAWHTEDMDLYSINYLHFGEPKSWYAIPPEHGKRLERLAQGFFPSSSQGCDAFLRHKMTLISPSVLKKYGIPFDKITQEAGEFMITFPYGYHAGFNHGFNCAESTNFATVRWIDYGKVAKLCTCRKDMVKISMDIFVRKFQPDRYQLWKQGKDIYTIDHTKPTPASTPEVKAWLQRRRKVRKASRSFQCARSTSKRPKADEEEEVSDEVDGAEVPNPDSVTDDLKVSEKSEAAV
PP5 inh – blocks human protein phosphatase 5 activity; P53041; AID 1987; purified PP5c, OMFP substrate fluorescence; inhibition, % at 6.7 µM; actives 0.18% (n = 320,000);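 active = inhibition above the campaign's mean inhibition across all tested compounds plus 3 SD, cut at about 9.5% in these data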;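 also: 0% = DMSO only and 100% = 100 µM cantharidin control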
Efflux pump mplx – blocks antifungal efflux pumps in multiplex yeast assay; S. cerevisiae Candida pump triplex, Nile Red efflux; inhibition, % at 10 µM; actives 0.44% (n = 330,000); AID 485275;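 active = plate passing quality check with inhibition over a set limit, or well fluorescence over plate mean plus 4 SD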;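 also: Nile Red retained in pooled yeast measured as flow cytometry median fluorescence; 0% = buffer negative control and 100% = Enniatin B positive control; higher means more Nile Red kept so more efflux inhibition; some compounds called inactive have numbers as strong as hits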
LYPLA2 inh – LYPLA2 (human) inhibition in PME1 counter-screen | actives 0.38% (n = 320,000) | AID 2177 | O95372 | recombinant LYPLA2, FP-Rh probe fluorescence polarization | inhibition, % at 5.9 µM;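 active = inhibition above the screen-wide mean plus 3 SD, limit set per campaign, cut at about 26% in these data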;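 also: 0% = LYPLA2 with DMSO and 100% = wells lacking LYPLA2 enzyme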
Target sequence (O95372 whole entry, looked up): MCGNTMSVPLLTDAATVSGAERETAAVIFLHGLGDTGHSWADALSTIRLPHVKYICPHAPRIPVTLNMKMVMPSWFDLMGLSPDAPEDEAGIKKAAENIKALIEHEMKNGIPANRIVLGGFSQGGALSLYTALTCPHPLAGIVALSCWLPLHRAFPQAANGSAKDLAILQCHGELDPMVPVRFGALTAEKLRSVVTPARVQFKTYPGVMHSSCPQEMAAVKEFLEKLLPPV
Fh CTSL1 inh – cathepsin L1 inhibition, PFM18AAP counter-screen | recombinant F. hepatica cathepsin L1, Z-Leu-Arg-MCA fluorescence | inhibition, % at 5.96 µM | actives 0.49% (n = 300,000) | AID 1906;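 active = inhibition above the mean of all tested compounds plus 3 SD, set per screening campaign, cut at about 17% in these data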;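 also: 0% = plate median of test compound wells and 100% = 1 µM Z-Phe-Ala-diazomethylketone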
core dimer inh – HCV core protein dimerization inhibition; AID 1899; TR-FRET GST/Flag-core106 dimerization, 1536-well; actives 0.33% (n = 300,000); inhibition, % at 5 µM;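 active = inhibition above the mean of all tested compounds plus 3 SD, set per screening campaign, cut at about 45% in these data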
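test system = GST/Flag-tagged HCV core106 proteins | probe or stimulus = Eu donor and XL665 acceptor anti-tag antibodies | times = compound-protein-antibody incubation 4 h at 22.5 °C | signal = TR-FRET, excitation 340 nm, emission 617 and 671 nm | measure = percent inhibition of core106 dimerization signal | controls = wells lacking GST-core106 and wells with excess unlabelled core106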
PP1 counter – PP1-alpha (human) inhibition in PP5 counter-screen; inhibition, % at 6.7 µM; P62136; actives 0.9% (n = 320,000); purified PP1alpha, OMFP fluorescence;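 active = inhibition above the mean inhibition of all tested compounds plus 3 SD, computed separately for each screening campaign, cut at about 15% in these data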
Target sequence (P62136 whole entry, looked up): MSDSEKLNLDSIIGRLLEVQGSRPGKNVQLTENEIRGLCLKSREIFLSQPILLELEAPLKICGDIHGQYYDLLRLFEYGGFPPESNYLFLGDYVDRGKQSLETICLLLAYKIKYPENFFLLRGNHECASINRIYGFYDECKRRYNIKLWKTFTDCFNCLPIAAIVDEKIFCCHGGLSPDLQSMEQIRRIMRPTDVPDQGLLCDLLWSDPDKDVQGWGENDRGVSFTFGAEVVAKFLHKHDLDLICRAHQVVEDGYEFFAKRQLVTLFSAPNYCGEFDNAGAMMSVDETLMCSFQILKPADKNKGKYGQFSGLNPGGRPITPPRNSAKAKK
PREPL inh – human PREPL enzyme inhibition; recombinant PREPL, fluorescence polarization activity-based probe; inhibition, % at 5.96 µM; actives 0.68% (n = 320,000); AID 2751; in the data active = inhibition above about 43%;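 also: 0% = enzyme with DMSO and 100% = wells lacking enzyme; many of its hits are not listed in these tables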
Starred values were filed as active, the others as inactive; ? = inconclusive; / = not tested or not shown; & = joins results of further samples. Only part of the results is shown; the hit share may differ from the screen's.

Results follow in this order: TPT1 inhibitor, JMJD2C inh, PP5 inh, Efflux pump mplx, LYPLA2 inh, Fh CTSL1 inh, core dimer inh, PP1 counter, PREPL inh
Cc1ccc(CCNC(=O)C2CCN(S(=O)(=O)c3cccc4nonc34)CC2)cc1
  -2, -3, 1.6, -0.2, 1, -2, 22, 4, 6
CCOC(=O)c1c(-c2ccc(C)o2)csc1NC(=O)COC(=O)c1ccc(NC(N)=O)cc1
  6, -8, 0.0, 0.4, -64, 19*, 49*, 13, -11
CC(C)C(=O)O/N=C(\N)c1ccccn1
  2, -8, 0.3, -0.1, 3, 1, -8, 0, 11
O=C(O)C(F)=C(c1ccccc1)c1ccccc1
  1, 11, -1.2, 0.1, 2, -1, -1, 0, -2
Clc1cccc(/C=N/Nc2nnc(Cl)c3ccccc23)c1
  2, 2, 1.1, -0.1, -5, 1, -3, -2, 10
Cc1cc(C(=O)COC(=O)c2ccccc2NCCO)c(C)n1CC1CCCO1 (stereo not given)
  -2, 11, 4.1, -0.2, 14, 1, 18, -4, 8
COc1ccc(COC(=O)C2=C(C)NC(=O)NC2c2cc(Br)c(O)c(OC)c2)cc1 (stereo not given)
  1, -12, 0.9, -0.1, 5, 4, -4, -3, -46
COc1ccc2cc(CCNC(=O)c3ccc4c(c3)OCO4)c(=O)[nH]c2c1
  0, 10, 0.2, 0.0, 1, 1, -1, -2, -20
CCOC(=O)N1CCN(CC(=O)Nc2c(C(=O)OC)[nH]c3cc(C)ccc23)CC1
  0, -4, 0.6, -0.2, 4, -1, 3, -2, 11
Cc1cccn2c(CN(C)CCC3CCCCO3)c(C(=O)N3CCCCC3)nc12 (stereo not given)
  -1, 22, -3.2, 0.0, -4, 0, 7, -1, 1
CC1(C)CC(CC(=O)NC(=S)Nc2ccc([N+](=O)[O-])cc2)C(=O)O1 (stereo not given)
  -2, ?, -1.6, 0.0, 4, 3, -3, -4, 16
N#CCc1nn(Cc2ccc(F)cc2)c(=O)c2ccccc12
  -4, -23, 1.4, 0.2, 3, -7, 5, -4, 1
CCOC(=O)c1c(NC(=O)COC(=O)c2ccc(NC(=O)CC#N)cc2)sc(C(=O)NC)c1C
  /, 18, -1.8, 0.2, -62, /, /, 20*, -9
CC(=O)n1cc(Nc2ccc([N+](=O)[O-])cc2)c2ccccc21
  -1, 11, -2.5, 0.0, 3, 3, -2, -4, 9
CCNC(=O)/C(=C\c1ccc2c(c1)OCO2)NC(=O)c1ccc(Br)cc1
  1, 2, -1.2, 0.1, 4, 11, -1, -2, 9
O=C(O)c1ncn(Cc2ccccc2)c1C(=O)O
  3, -2, 6.5, 0.7, 0, 0, -9, -3, -3
c1coc(Cn2c(SCc3nc4ccccc4[nH]3)nnc2-c2cccs2)c1
  0, 3, -2.5, 0.0, -2, 2, -2, 0, 6
O=C(CCCSc1nc2ccccc2c(=O)[nH]1)c1ccccc1
  0, -17, 0.4, 0.2, -11, 3, 3, 2, -4
COCCNC(C(=O)Nc1cc(Cl)cc(Cl)c1)c1ccccc1 (stereo not given)
  -2, 6, 1.3, -0.1, -3, -1, 0, 0, -23
CCOC(=O)CNC(=O)CSc1ncnc2c1cnn2Cc1ccccc1
  -12, -10, -1.8, 0.1, -4, 0, -1, 2, 8
Cc1cccc(-n2c(C)c(-c3ccccc3)[nH]c2=S)c1
  2, 15, -0.3, 0.4, -5, -5, -6, 4, 13
C=CCn1c(=NC(=O)c2cccs2)sc2cccc(OC)c21
  4, 1, -0.2, -0.1, -12, 3, 13, 0, 3
CCOc1ccc2c(c1)n(CO)c(=S)n2CO
  -1, /, 4.8, 0.1, 6, -3, 2, -2, 17
Cc1ccc(S(=O)(=O)N2CCCC2C(=O)OCc2nc3sc(C)c(C)c3c(=O)[nH]2)cc1 (stereo not given)
  0, -5, 1.3, 0.5, 9, -1, 1, 0, 9
Cn1cc([N+](=O)[O-])c(C(=O)Nc2cnn(Cc3ccc(F)cc3)c2)n1
  2, -16, 2.4, 0.3, -10, -1, -3, 4, -1
CN(C)c1ccc(-c2nnn(CC(=O)Nc3ccccc3N3CCOCC3)n2)cc1
  -3, 7, 0.5, 0.0, 2, 2, -5, 1, 18
COc1ccc(N(C(=O)c2cnccn2)C(C(=O)NC2CCCCC2)c2ccc(O)cc2)cc1 (stereo not given)
  -9, 20, 2.9, -0.1, -5, 6, -2, -9, 26
CCOc1ccc(NC(=O)CN(c2ccc(C)cc2)S(=O)(=O)c2c(C)nn(C)c2C)cc1
  1, 57, -0.8, 0.0, -9, -6, 4, 2, -4
Cc1cc(C)n2cc(CSc3nc4ccccc4[nH]3)nc2n1
  -4, 7, 1.1, -0.1, 5, -2, -4, 1, -2
COc1cccc(C2c3c(oc4ccc(F)cc4c3=O)C(=O)N2CCCN2CCOCC2)c1 (stereo not given)
  1, 8, -3.2, -0.5, 9, 3, 4, -1, 11
COC(=O)c1ccccc1-n1cccc1C(=O)NP(=O)(N1CCOCC1)N1CCOCC1
  1, -9, -1.0, -0.2, 0, 2, 3, 0, 1
C=CCN=c1scc(-c2ccccc2)n1/N=C/c1ccccn1
  0, -4, 1.3, 0.1, 5, 4, 12, 6, 13
CCN(CC)C(=O)COc1ccc(/C=N/NC(=O)c2cc(-c3ccccc3OC)nc3ccccc23)cc1OC
  -1, 3, 3.6, -0.1, -2, 0, 5, 3, -1
O=c1[nH]c(Nc2ccccn2)cc2ccccc12
  0, 0, 2.8, -0.1, -9, 14, -44, 0, 10
CCCCn1c(SCC(=O)c2ccc3c(c2)OCCO3)nnc1-c1ccoc1C
  -1, -2, 2.6, 0.0, 0, -11, 18, 4, 6
COc1ccc(N2CCN(C(=O)c3cc(C4CC4)nn3-c3ccccc3)CC2)cc1
  /, /, 0.9, 0.2, 4, /, /, 2, 5
O=C(Nc1ccc2c(c1)nc1n2CCCCC1)c1cc(S(=O)(=O)N2CCOCC2)ccc1Cl
  0, -1&-4, 2.0, 0.0, 2, -4, -1, -1, 5
CC(C)(C)NC(=O)C(c1ccncc1)N(C(=O)CNC(=O)c1ccco1)c1ccc2c(c1)OCO2 (stereo not given)
  0, -31, 2.1, -0.1, 2, -2, -4, -3, -7
O=c1oc2ccccc2c2c1nc(C(F)(F)F)n2-c1ccccc1
  0, 4, -0.2, -0.1, -1, 0, 3, -7, -5
CCOC(=O)[C@H]1[C@H]2COc3ccc(OC)cc3[C@@H]2N2C(=O)CN(Cc3ccc(F)cc3)C(=O)[C@@]12C
  /, /, 3.4, 0.0, -7, /, /, -1, 8
CN(Cc1nc(-c2ccc(Cl)cc2)no1)C(=O)c1ccc2c(c1)OCO2
  3, 14, 4.6, 0.0, 34*, 4, 2, -3, 7
Cc1ccc(C(=O)NCc2ccco2)cc1S(=O)(=O)Nc1cccc(Cl)c1
  -2, 0, -0.8, -0.3, 2, -1, -5, -5, 16
CN(CCC#N)C(=O)COC(=O)c1ccc2c(c1)C(=O)N(C1CCCCC1)C2=O
  -2, -34, -0.6, 6.2*, 2, -5, 11, -6, 8
COCc1cc(NCc2ccc(Cl)cc2)nc(C)n1
  -1, -4, -1.0, -0.1, 8, 1, -9, 1, 6
COc1ccccc1NC(=O)c1ccc(C(=O)c2ccccc2)o1
  1, -6, 2.4, 0.0, -3, 0, 8, -3, 1
COc1ccc(C#Cc2ccc3c(=O)c4ccccc4n(C)c3c2)cc1
  -1, -3, 3.2, 0.0, -26, 4, -12, -2, 2
CS(=O)(=O)c1ccccc1-c1nnc(NC(=O)CCS(=O)(=O)c2ccc(Cl)cc2)o1
  -3, 4, 0.2, 0.0, -4, -3, 2, -4, -2
CCCOc1ccc(OCCOCCN2CCc3ccccc3C2)cc1
  2, 9, 2.8, 0.0, -2, -1, 2, 0, 6
C=CCNC(=S)/C(=C(\[O-])c1ccc(Cl)cc1)[n+]1ccccc1
  1, -1, 0.2, -0.1, 0, -2, 3, -2, 8
Cc1ccc(C)c(OCC(=O)NC(Cc2c[nH]c3ccccc23)C(=O)O)c1 (stereo not given)
  -3, -26, 2.6, 0.2, -3, 0, -2, -5, -1
CNC(=O)CN(C)S(=O)(=O)c1ccc(OC)c(Cl)c1
  3, 8, 2.5, 0.0, -5, 4, 4, 0, -8
CCCCC1(C(=O)OCC)NC(c2ccc(O)cc2)C2C(=O)N(c3ccccc3)C(=O)C21 (stereo not given)
  2, 12, 2.1, -0.2, 10, -5, 13, -4, 0
Cc1ccc(S(=O)(=O)/N=C2/NC(=O)/C(=C/c3cc([N+](=O)[O-])ccc3O)S2)cc1
  64*, -10, 0.8, -0.2, 1, 3, 2, 9, 16
Cc1ccc(SCCC(=O)Nc2c(C)n(C)n(-c3ccccc3)c2=O)cc1
  1, 10, -0.5, 0.0, -2, -1, -2, -1, 9
O=C(CCNC(=O)c1ccccc1Cl)NCCC1=CCCCC1
  1, -2, 0.1, 0.0, 1, -1, 1, 1, -9
O=C(Cn1c(=O)[nH]c2ccsc2c1=O)NC1CCCCCC1
  2, 8, 3.5, 0.1, -5, -3, 1, 0, 2
CCOC(=O)c1c(C)[nH]c(C)c1C(=O)COC(=O)c1cc(OC)cc(OC)c1
  -1, 9, 0.5, -0.1, -6, 0, -3, 1, -15
COc1ccc(CN2CN(C3CCCC3)CSC2=S)cc1
  -1, 15, -0.8, -0.1, -3, 0, 0, -3, -2
CC(C)(C)[C@H]1CCC(=O)N([C@H](CSc2ccccc2)Cc2ccccc2)CC1
  0, -22, 1.9, 0.1, 6, 1, -2, 4, 9
O=[N+]([O-])c1cccc(CSc2nc3ccccc3[nH]2)c1
  -1, 1, 1.4, 0.1, 5, -4, -14, -3, 9
Cc1nc2cc(NC(=O)NCc3ccc4c(c3)OCO4)ccc2o1
  -2, -5, -0.1, -0.1, 3, -2, -3, -1, 12
